SENP6 block = SENP6 protease inhibition. Q9GZR1. Recombinant SENP6 catalytic domain, aminoluciferin luminescence. inhibition, % at 10 µM. actives 1.8% (n = 330,000);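 active = inhibition above about 50% at the single tested dose, limit read from the data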;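 note: plate controls were DMSO wells with enzyme for no effect and DMSO wells lacking enzyme for full effect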
HKDC1 inhibitor = inhibitors of human hexokinase HKDC1; recombinant HKDC1, G6PDH/diaphorase resazurin coupled fluorescence; inhibition, % at 20 µM; actives 0.16% (n = 340,000);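 active = inhibition above about 35% when tested at 20 µM, limit read from the data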;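 note: plate controls were DMSO wells with enzyme for no effect and DMSO wells lacking enzyme for full effect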
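Assay system: in-house recombinant HK5 (HKDC1) enzyme. Input: HKDC1 at 5 µg/mL. Medium: Tris pH 8.0 buffer with MgCl2, Tween-20, BSA, BME. Dosing: single 20 µM dose. Schedule: 90 min reaction incubation at room temperature, dark. Signal: resazurin-to-resorufin fluorescence via G6PDH and diaphorase coupling, 525/613 nm. Controls: DMSO-enzyme wells negative, buffer-substituted wells positive.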
SENP8 block-1 = SENP8 protease inhibition | Q96LD8 | purified SENP8, Z-RLRGG-aminoluciferin cleavage, luminescence | inhibition, % at 10 µM | actives 1.2% (n = 330,000) | AID 2540; in the data active = inhibition above about 50%
Target sequence (Q96LD8 whole entry, looked up): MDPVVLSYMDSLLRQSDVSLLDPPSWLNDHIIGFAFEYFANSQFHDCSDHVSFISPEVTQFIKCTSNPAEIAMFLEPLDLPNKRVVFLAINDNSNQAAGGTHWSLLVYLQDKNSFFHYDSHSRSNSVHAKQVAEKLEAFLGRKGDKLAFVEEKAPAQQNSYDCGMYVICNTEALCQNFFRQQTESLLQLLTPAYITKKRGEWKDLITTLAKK
SENP8 block-2 = blocks human SENP8 cleavage of Nedd8 substrate. Q96LD8. recombinant SENP8, Nedd8 substrate fluorescence. inhibition, % at 20 µM. actives 0.64% (n = 360,000). AID 602440; in the data active = inhibition mostly above about 40%, no sharp cut-off; inactive = mostly below about 27%
SENP7 inh = SENP7 protease inhibition; inhibition, % at 5 µM; recombinant SENP7, Z-RLRGG-aminoluciferin luminescence, 40 min; Q9BQF6; AID 434973; actives 1.5% (n = 330,000);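 active = inhibition above about 50% at the single test dose, limit read from the data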;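 note: plate controls were DMSO with enzyme for no effect and no enzyme buffer wells for full effect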
Target sequence (Q9BQF6 706-1050 limits assumed): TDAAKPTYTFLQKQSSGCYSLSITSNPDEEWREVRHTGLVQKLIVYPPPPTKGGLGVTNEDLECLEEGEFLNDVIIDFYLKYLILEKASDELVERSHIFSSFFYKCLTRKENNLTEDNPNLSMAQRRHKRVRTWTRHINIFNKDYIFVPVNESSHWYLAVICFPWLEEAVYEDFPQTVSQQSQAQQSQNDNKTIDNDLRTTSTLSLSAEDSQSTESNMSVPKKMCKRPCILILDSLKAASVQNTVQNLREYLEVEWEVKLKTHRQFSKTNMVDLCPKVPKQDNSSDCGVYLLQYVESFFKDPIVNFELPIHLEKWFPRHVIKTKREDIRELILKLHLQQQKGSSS
NALP3 yeast inh = inhibitors of NALP3 inflammasome in yeast; Yeast reconstituted NLRP3/ASC/caspase-1, beta-gal luminescence, 24 h; inhibition, % at 10 µM; actives 0.39% (n = 330,000);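 active = inhibition of 50% or more; inactive = inhibition below 50%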;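 note: plate controls were induced DMSO wells for no effect and uninduced yeast grown without galactose for full effect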
Apaf1 inhib = blocks human Apaf-1 apoptosome activity | O14727 | reconstituted apoptosome caspase-3 activity, DEVD-Rh110 fluorescence | inhibition, % at 20 µM | actives 0.71% (n = 330,000) | AID 489030; active = inhibition of at least 40% at 20 µM;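 note: plate controls were DMSO wells for no effect and DEVD-CHO caspase inhibitor wells for full effect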
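Assay system – apoptosome proteins · Medium – Hepes buffer, pH 7.5 · Also added – cytochrome c with DEVD-Rh110 · Timing – 30 min compound preincubation, 50 min activation, room temperature · Detection – Rh110 fluorescence, excitation 480 nm, emission 540 nm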
SENP1 FRET inh = inhibitors of human SENP1 SUMO protease catalytic domain | Q9P0U3 | recombinant SENP1 catalytic domain, CyPet-SUMO1-YPet FRET cleavage | inhibition, % at 10 µM | actives 0.21% (n = 360,000) | AID 624204;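 active = inhibition at least 30% at 10 µM, raw YFP signal under a set limit, fluorescence ratio 0.5 to 1.5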;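 note: 0% = enzyme with DMSO and 100% = no enzyme wells; some results filed as inactive read as strong as hits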
Target sequence (Q9P0U3 419-644 limits assumed): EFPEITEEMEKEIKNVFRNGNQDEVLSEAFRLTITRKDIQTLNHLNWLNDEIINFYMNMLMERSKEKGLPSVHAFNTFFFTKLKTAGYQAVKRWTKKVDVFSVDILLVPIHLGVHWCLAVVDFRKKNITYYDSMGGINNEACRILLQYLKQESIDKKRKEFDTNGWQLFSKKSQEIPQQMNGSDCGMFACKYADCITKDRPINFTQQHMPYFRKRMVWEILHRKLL
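Controls: no-enzyme wells low, DMSO-plus-enzyme wells high control. Test system: human recombinant His6-tagged SENP1 catalytic domain enzyme. Reagent: SFCypet-SUMO1-SFYpet FRET protein substrate, 25 nM final. Doses: one dose per compound, 10 µM, 0.5% DMSO. Detection: FRET, CFP and YFP emission. Timing: 50 min reaction at room temperature.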
PfGluPho inh = PfG6PD (Plasmodium falciparum) enzyme inhibition | PfGluPho enzyme, NADPH resazurin-diaphorase fluorescence | inhibition, % at 20 µM | actives 0.78% (n = 350,000) | AID 504690;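 active = inhibition reaching at least a set limit at 20 µM in the primary screen, cut at about 59% in these data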;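 note: 0% = DMSO wells with substrate and 100% = DMSO wells lacking glucose-6-phosphate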
An asterisk follows results filed as active; i = inactive; . = no result given.

Values in the order – Apaf1 inhib, HKDC1 inhibitor, SENP8 block-1, SENP6 block, SENP1 FRET inh, PfGluPho inh, SENP7 inh, NALP3 yeast inh, SENP8 block-2
Cc1cccc(N(C(=O)CCC(=O)Nc2cccnc2)C(C(=O)NC2CCCC2)c2ccncc2)c1 (stereo not drawn)
    -5, 5, 2, 12, -2, 2, 1, 19, 2
O=C(CCNC(=O)c1ccco1)NCc1ccccc1
    -4, -6, 8, 3, 3, -32, 5, 8, 25
CCN1CCN(c2ccc(N3CCN(S(=O)(=O)c4cc([N+](=O)[O-])ccc4C)CC3)nn2)CC1
    7, -12, -8, -14, 0, -2, -7, 17, 4
COC(C[C@H](O)C[C@H](O)COCc1ccccc1)OC
    3, -3, 5, -8, -1, -7, 2, 2, 2
CCCCn1nc2cc(C(=O)N[C@H](C)C3CCCCC3)ccc2c1OCC
    15, 4, -6, -12, 1, 21, -1, 14, i
CSc1ccc(CCNC(=O)CN2C(=O)c3cccnc3Oc3ccc(C)cc32)cc1
    12, -5, 0, -8, 2, 1, 4, 7, 4
COc1cc(/C=N/NC(=O)c2cccc([N+](=O)[O-])c2)ccc1O
    -10, -8, 2, 8, 2, 5, 4, 2, 20
COC(=O)C1=C(C)N(Cc2ccc(C)cc2)C(=O)/C1=C\c1cc(OC)c(OC)c(OC)c1
    -1, 2, -2, 7, 5, 30, -1, 6, 7
Nc1ccccc1C(=O)NCc1ccccc1
    -2, -3, 10, -6, 1, -6, 0, 12, i
Cc1ccccc1CN1CCC(n2nccc2NC(=O)c2ccc3c(c2)OCO3)CC1
    -3, -8, 2, 0, 1, 9, 0, 21, 9
CC(C)CCn1c(NCCc2ccccc2)nc2c1c(=O)n(C)c(=O)n2C
    19, -2, 3, 11, -5, 4, 2, 16, 10
CCN1CCc2c(sc(NC(=O)C3COc4ccccc4O3)c2C(N)=O)C1 (stereo not drawn)
    0, -3, 3, 10, -55, -8, -3, 7, -76
Cc1c(Cl)cccc1NC(=S)NCCc1ccc(F)cc1
    14, -3, 0, -8, 2, -6, 0, 29, 20
CN(C)c1ccc(/C=C2\SC(N3CCCCC3)=NC2=O)cc1
    7, 4, -7, 43, -23, 8, 25, 39, -32
CC(C)N(Cc1cc2ccccc2[nH]c1=O)C(=O)c1cccnc1
    -14, -7, 15, 14, 2, -15, 5, 6, -32
O=C(N/N=C\c1ccc(Cl)cc1)c1sccc1-n1cccc1
    12, -3, 3, -17, 1, -4, -2, 9, 7
CCCCNC(=O)COC(=O)c1c2c(nc3ccccc13)/C(=C/c1cccs1)CC2
    ., 7, ., ., -24, 5, ., ., -398
Cc1onc(-c2ccccc2)c1-c1ccnc(N)n1
    -9, -4, 0, -5, 2, -4, -2, -2, -14
CC(=O)Nc1cccc(C(=O)OC(C(=O)c2ccc(C)cc2)c2ccccc2)c1 (stereo not drawn)
    17, 2, -3, 5, 4, 5, -5, -47, 21
Cc1nnc(NC(=O)c2ccc(S(=O)(=O)N(C)Cc3ccccc3)cc2)o1
    19, -5, -1, -13, -1, -30, -10, -11, 7
Cc1noc(C)c1COc1ccc(C(=O)OCC(=O)NC2CCCCC2C)cc1 (stereo not drawn)
    6, -6, -1, -3, 0, -17, 5, -1, 20
O=C(OC1CCc2ccccc2C1=O)c1ccccc1O (stereo not drawn)
    15, 13, 70*, 82*, 0, 4, 80*, 12, 0
COc1ccc(NC(=O)NCCN2C(=O)C3C4C=CC(C4)C3C2=O)cc1 (stereo not drawn)
    -6, -2, 3, 6, 1, 6, -5, 11, 10
Cc1ccc(NC(=S)N/N=C/c2ccc(OCCC(C)C)cc2)c(C)c1
    5, -5, -10, -13, -1, 0, -8, 28, 41*
CCC(CC)C(=O)Nc1c(C)n(C)n(-c2ccccc2)c1=O
    -10, -6, 2, -6, 2, -18, -3, 5, 8
CC1CCN(C(=O)C(C)Sc2nc(-c3ccccc3)cc(C(F)(F)F)n2)CC1 (stereo not drawn)
    22, 7, 4, 17, 1, -7, 8, 20, 30
CNc1ccn(C2CCCO2)c(=O)n1 (stereo not drawn)
    -6, -1, -3, -20, 3, 5, -9, 9, 14
O=C(CSc1nc2ccccc2c(=O)n1CCCO)NC1CC1
    -6, -2, -1, 0, 1, 1, 1, 14, 20
COCCOCC(O)CN1CCN(c2ccc(C)cc2)CC1 (stereo not drawn)
    -7, -2, 2, 4, 0, 8, 1, -3, 6
CCOC(=O)C1CCN(c2ncnc3c2cnn3-c2ccc(Cl)cc2)CC1
    8, -1, -12, -9, 1, -1, 3, 16, 21
O=C1CSC(c2cccc([N+](=O)[O-])c2)N1Cc1ccccc1 (stereo not drawn)
    3, 1, -1, -20, 0, 8, -8, -15, 10
O=C(CN1C(=O)NC2(CCCCC2)C1=O)Nc1ccc(N2CCCCC2)cc1
    1, -1, 4, 3, 0, 14, 9, 5, -1
COc1cc(NC(=O)C/C(C)=N/NC(=O)C(OC)c2ccccc2)c(OC)cc1Cl (stereo not drawn)
    8, -11, -19, -13, 4, 3, -7, 10, 24
CCNC(=O)C(=O)Nc1ccc([N+](=O)[O-])cc1
    9, 0, 1, 7, 0, 5, 1, 10, 8
Cc1cc(C)cc(CC2CC(=O)N(c3nc(C)cc(C)n3)C2=O)c1 (stereo not drawn)
    5, -5, 0, -3, 0, -2, 2, 2, 28
COc1cc(CNC(C)(C)CO)cc(Br)c1OCc1ccc(Cl)cc1
    15, -4, -9, -6, 1, -2, -3, -15, 12
O=C(NCc1ccc2c(c1)OCO2)C1CCCN1S(=O)(=O)c1ccc(F)cc1 (stereo not drawn)
    -7, -6, 3, -2, 4, 4, -2, 0, 5
O=C1CCN(CCc2ccccc2)CCN1CCOc1ccccc1
    0, -6, -12, -15, -2, 4, 2, 3, 4
CC1CCCCN1S(=O)(=O)c1ccc(C(=O)Nc2ccccc2-c2nc3ccccc3[nH]2)cc1 (stereo not drawn)
    -17, -12, 3, -2, 2, -3, 3, 6, -183
Cc1occc1-c1nnc(SCC(=O)N(C)c2ccccc2)o1
    -3, 0, 12, -4, 1, -12, 0, 15, 10
O=C(O)c1ccc(NC(=S)NC2CCCCC2)cc1
    -6, -10, -2, -3, 4, -5, 2, 10, 12
FC(F)Oc1ccc(/C=N/N2CCCCC2)c(OC(F)F)c1
    3, ., -8, -17, ., ., -4, 33, .
O=S(=O)(c1cnc[nH]1)N1CCCCCC1
    -2, -1, 1, 1, 1, -15, 6, 1, 36
COc1cc(C(=O)OCC(=O)NCc2ccco2)cc(OC)c1OC
    -6, 0, -9, -20, 3, -5, -1, 7, 12
CCC(C)NC(=O)c1cn(CC)c2cc(N3CCN(C)CC3)c(F)cc2c1=O (stereo not drawn)
    5, -2, -5, -4, -3, 11, -7, 8, -292
CNC(=S)N1CCC(NC(=O)C23CC4CC(CC(C4)C2)C3)CC1
    1, -7, 0, 6, 0, -2, 9, 0, 10
COC(=O)c1ccc(OC)c(OC2CCCC2)c1
    -5, -1, -2, -17, 0, -9, -3, 2, 11
O=C(Cn1cnc2sc(-c3ccccc3)cc2c1=O)NCc1ccccc1
    0, -5, 2, -9, 1, 1, 11, 1, -11
Cc1ccc(NC(=O)C(C)OC(=O)c2ccc(Cl)nc2)cc1S(=O)(=O)N1CCOCC1 (stereo not drawn)
    10, -2, -2, -9, -5, -2, -2, 8, -34
CCCCn1c(NC(=O)c2ccccc2)nc2ccccc21
    6, -5, -6, -15, 1, 41, -1, 33, -39
CC(C)NS(=O)(=O)c1ccc(CCC(=O)N2CCC(C(N)=O)CC2)cc1
    17, -3, 12, -23, 0, 6, 2, -6, -1
CC1CCCN(C(=O)CN(c2ccccc2)S(=O)(=O)c2ccc(F)cc2)C1 (stereo not drawn)
    14, -7, -6, 0, 2, -5, -13, -2, 11
CNC(=O)CSc1nc2[nH]ncc2c(=O)[nH]1
    -7, -5, -8, 0, 0, -10, -4, 16, 14
COc1cccc(CC(NC(C)=O)C(=O)NC2CCN(C(=O)c3ccc(Cl)cc3)CC2)c1 (stereo not drawn)
    3, -8, -7, -6, -1, 15, -2, 18, 10
Cc1ccccc1OCc1ccc(C(=O)N2CC(C)OC(C)C2)o1 (stereo not drawn)
    11, 1, -7, 2, -1, -3, -5, 3, 14
NNC(=O)CNC(=O)c1ccccc1F
    -1, 0, -5, -12, 2, 1, 1, 11, -2
Cc1ccc(C)c(N2N=C(C(=O)Nc3ccc(N4CCOCC4)cc3)CCC2=O)c1
    4, -1, -16, -14, 2, -1, 8, 19, 13
COc1ccc(/C=N/NC(=O)CN2CCS(=O)(=O)CC2)cc1
    -1, 1, -10, -24, 1, -18, 7, 22, 15
O=C(N/N=C/c1cccc(F)c1)c1csc2c1CCCC2
    18, 7, -7, 3, 1, 38, 4, 17, 24
Cn1cnnc1Sc1ccc(C(=O)OCC(=O)Nc2ccccc2)cc1[N+](=O)[O-]
    3, -8, 0, -20, -1, 10, 10, 14, 10

Some entries already given, limited to HKDC1 inhibitor.
| SMILES | HKDC1 inhibitor |
| --- | --- |
| Cc1ccc(C)c(N2N=C(C(=O)Nc3ccc(N4CCOCC4)cc3)CCC2=O)c1 | -1 |
| O=C(Cn1cnc2sc(-c3ccccc3)cc2c1=O)NCc1ccccc1 | -5 |
| COc1ccc(/C=N/NC(=O)CN2CCS(=O)(=O)CC2)cc1 | 1 |
